Screening data (PubChem)
STK33 inh = blocks human STK33 kinase activity; purified STK33, MBP phosphorylation, ADP-Glo luminescence; inhibition, % at 10 µM; 320,000 tested, 0.073% active;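 active = inhibition at or above 25%, using the most active replicate where run in duplicate; inactive = inhibition below 25%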
Target sequence (Q9BYT3 whole entry, looked up): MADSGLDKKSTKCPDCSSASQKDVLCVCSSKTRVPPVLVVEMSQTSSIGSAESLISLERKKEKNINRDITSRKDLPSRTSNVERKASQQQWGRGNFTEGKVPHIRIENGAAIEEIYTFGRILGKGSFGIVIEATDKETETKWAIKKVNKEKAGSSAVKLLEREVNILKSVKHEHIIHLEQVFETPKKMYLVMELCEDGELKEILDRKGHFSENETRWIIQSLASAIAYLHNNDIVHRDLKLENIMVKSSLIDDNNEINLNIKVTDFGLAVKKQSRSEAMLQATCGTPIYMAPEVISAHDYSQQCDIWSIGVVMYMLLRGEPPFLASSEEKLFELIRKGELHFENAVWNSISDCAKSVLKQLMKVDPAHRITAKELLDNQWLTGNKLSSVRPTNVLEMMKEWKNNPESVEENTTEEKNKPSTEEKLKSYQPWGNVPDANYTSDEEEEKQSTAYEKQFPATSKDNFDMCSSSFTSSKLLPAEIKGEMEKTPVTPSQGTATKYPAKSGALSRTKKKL
OX1R FRET antag = OX1R (human) antagonism; 330,000 tested, 1.8% active; O43613; inhibition, % at 6.6 µM; OX1R-expressing cells, FRET antagonist read-out; in the data active = inhibition mostly above about 38%, no sharp cut-off; inactive = mostly below about 40%;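 note: 0% = agonist challenge alone and 100% = reference antagonist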
Target sequence (O43613 whole entry, looked up): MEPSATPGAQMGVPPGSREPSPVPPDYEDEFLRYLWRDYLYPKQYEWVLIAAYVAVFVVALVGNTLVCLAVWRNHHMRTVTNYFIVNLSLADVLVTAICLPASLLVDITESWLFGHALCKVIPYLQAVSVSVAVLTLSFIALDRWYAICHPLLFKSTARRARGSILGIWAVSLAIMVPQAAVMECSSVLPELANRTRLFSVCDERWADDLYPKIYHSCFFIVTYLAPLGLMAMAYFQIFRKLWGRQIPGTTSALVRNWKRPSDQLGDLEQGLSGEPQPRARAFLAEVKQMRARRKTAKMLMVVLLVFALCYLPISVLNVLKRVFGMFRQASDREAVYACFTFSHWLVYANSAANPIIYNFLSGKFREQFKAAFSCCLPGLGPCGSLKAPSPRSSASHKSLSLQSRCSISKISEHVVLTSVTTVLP
Active calls of the source: *; . = not tested or not shown.

STK33 inh	OX1R FRET antag	structure
0.5	27	COc1ccccc1CNC(=O)COc1cc2c(c3oc(=O)cc(C)c13)CCC(C)(C)O2
0.1	12	Cc1ccc(NC(=O)Cc2c(Cl)cccc2Cl)cc1S(=O)(=O)N(C)C
-0.4	23	Cc1ccc2cc(C#N)c(N3CCCN(C(=O)C4CCCO4)CC3)nc2c1C (stereo unspecified)
-2.4	9	C[N+](C)(C)CCN(Cc1ccc(Cl)cc1)c1ccccn1
1.1	24	Cc1c(C=O)c2ccccn2c1C(=O)c1ccncc1
1.3	1	COC1(OC)N=C(N)C2(C#N)C(c3ccc(C)cc3)C12C#N (stereo unspecified)
0.1	-3	O=C(CNS(=O)(=O)c1ccc(Cl)c(C(F)(F)F)c1)NC1CCCCC1
-1.1	10	Cc1cc(C(=O)CN2CCC(C)CC2)c(C)n1-c1ccccc1F
-0.8	12	CCCc1cc(=O)[nH]c2nnc(SCC(=O)NC3CCCCC3)n12
0.1	2	COC(=O)NCCOc1cc(C)ccc1C

(next part)
STK33 inh	OX1R FRET antag	structure
11	43*	COc1ccc(-c2nc3ccccn3c2Cl)cc1
-0.9	14	Cc1sc(NC(=O)Cn2nc(C(F)(F)F)cc2C)c(C(=O)OC(C)C)c1C
-0.3	6	C[C@H](NC(=O)[C@@H]1CSC2c3ccccc3C(=O)N21)C(=O)NCCc1ccc(F)cc1 (stereo partly specified)
-0.9	107*	O=C(N/N=C/c1ccc([N+](=O)[O-])s1)c1ccccc1
-0.7	7	O=C(CCN1C(=O)C2C3C=CC(C3)C2C1=O)Nc1c(F)cccc1F (stereo unspecified)
-1.3	27	Clc1ccc(OCCN2CCCCC2)cc1Cl
-1.5	20	CCOc1ccc(N2C(=O)CC(Sc3ncccn3)C2=O)cc1 (stereo unspecified)
-1.2	3	CSc1ncc(C(=O)Nc2cccc(Cl)c2C)c(C)n1
1.6	10	COc1ccc2c(c1)c(C(=O)N/N=C/c1ccc(O)c(O)c1)c(C)n2C
-1.0	56	CCC(C)Sc1ccc(-c2nc3ccc(C)cn3c2NCc2ccccc2)cc1OC (stereo unspecified)

Carrying on:
STK33 inh	OX1R FRET antag	structure
-0.7	32	O=C(CSc1ccsc1[N+](=O)[O-])N1CCN(c2ccc(Cl)cc2)CC1
-1.2	10	CCOc1ccc(NC(=O)c2ccc(OC)cc2)cc1
2.1	3	CCc1nnc(SCC(=O)Nc2ccc3ccccc3c2)n1N
-1.1	0	Cc1cc(N/N=C/c2ccccc2F)nc(NCc2ccccc2)n1
0.6	20	Cc1c(C(=O)NCCCN2CCCC2=O)oc2c(Cl)cccc12
-1.5	27	O=S(=O)(c1ccc(Cl)s1)N1CCC2(CC1)OCCO2
1.7	9	COc1cc(NC(=O)c2ccccc2F)c(OC)cc1NC(=O)CN1CCOCC1
-0.1	21	CCN(c1ccccc1)S(=O)(=O)c1cc(C(=O)Nc2cccc(Cl)c2)ccc1F
-0.2	11	Cc1ccc2nc3c(c(N)c2c1)CCN3C
-0.3	15	Cc1cc(NC(=O)Nc2cccc(C(F)(F)F)c2)no1

Complete entries as entered above. Order of screens: STK33 inh, OX1R FRET antag
Cc1cc(NC(=O)Nc2cccc(C(F)(F)F)c2)no1 in the list: -0.3, 15
Cc1ccc2nc3c(c(N)c2c1)CCN3C in the list: -0.2, 11

The listing continues:
STK33 inh	OX1R FRET antag	structure
-0.9	-2	O=C(CN1C2=NCCN2c2ccccc21)N1CCOCC1
0.0	78*	Cc1ccc(N(C)S(=O)(=O)c2cccc(C(=O)NCC(c3cccs3)N3CCOCC3)c2)cc1 (stereo unspecified)
-6.4	3	COc1ccc(OC)c(Cc2nnc(CCC(=O)N3CCCCC3)o2)c1
4.5	20	CCn1ccnc1CN(C)C(=O)c1cc(COc2ccccc2SC)on1
1.6	33	OCCC#Cc1c(-c2ccsc2)sc2ccccc12
-0.8	14	COc1cc(C2C(C(=O)c3ccc(C)o3)=C(O)C(=O)N2c2cc(C)on2)cc(OC)c1OC (stereo unspecified)
-0.9	5	CCOC(=O)C1CCN(C(=O)C(CCSC)NC(=O)COc2ccccc2)CC1 (stereo unspecified)
4.3	0	Cc1ccc(C(=O)O)cc1N=Cc1cc(Br)cc(Br)c1O
0.7	21	Cc1cccc(N(CC(=O)NC2CCCCC2)C(=O)CCC(=O)Nc2nccs2)c1
0.7	11	O=C(CN1CCN(S(=O)(=O)c2ccccc2)CC1)Nc1ccccc1C(=O)c1ccccc1

(further entries)
STK33 inh	OX1R FRET antag	structure
0.1	24	CCN(CC)CCCNC(CC(=O)Nc1cccc([N+](=O)[O-])c1)C(=O)O (stereo unspecified)
0.2	30	C[C@H](NC(=O)c1nc[nH]c1C(=O)NCC(=O)OC(C)(C)C)c1ccccc1
8.6	17	CCOC(=O)CSc1nc2sc3c(c2c(=O)[nH]1)CC(C)(CC)OC3 (stereo unspecified)
-1.9	47	Cc1ccc(S(=O)(=O)NC(C)C(=O)Nc2cccc([N+](=O)[O-])c2)cc1 (stereo unspecified)
-1.0	-1	COC(=O)C1=CN(Cc2ccc(C)cc2)C=C(C(=O)OC)C1c1ccc(F)c(F)c1
-1.3	37*	O=S(=O)(NC1CC1)c1ccc(S(=O)(=O)N2CCCc3ccccc32)cc1
0.4	21	COc1ccc(NS(=O)(=O)c2cccc(C(=O)N/N=C/c3ccccn3)c2)cc1
0.2	-4	Nc1[nH]n2c(=O)c3c(nc2c1N=Nc1ccc(Cl)cc1)CCCC3
0.3	.	O=C(O)CCC(=O)N1N=C(c2ccccc2)CC1c1ccc2c(c1)OCO2 (stereo unspecified)
-2.6	3	Cc1cc(NC(=O)c2cccc(C(=O)Nc3cc(C)on3)n2)no1

Continued.
STK33 inh	OX1R FRET antag	structure
-2.0	9	COc1ccc(-n2c3c(cc(C(=O)NC4CCSC4=O)c2=O)C(=O)CC(C)(C)C3)cc1 (stereo unspecified)
-1.1	-4	COc1ccc(S(=O)(=O)N2CCC(C(=O)NC(c3nc4ccccc4[nH]3)C(C)C)CC2)cc1 (stereo unspecified)
1.1	-7	Cc1ccc(C(=O)c2oc3ccc(Cl)cc3c2NC(=O)CN2CCN(C)CC2)cc1
-0.7	0	Cc1ccc(C2(O)C(=O)c3ccccc3C2=O)c(O)c1C
1.1	15	O=C(Nc1cccnc1)c1ccc(S(=O)(=O)c2ccccc2)cc1
4.3	19	Cc1cc(N2CCOCC2)nc2ccc(NC(=O)CCC(=O)N3CCCCC3)cc12
-0.8	17	COc1ccccc1C(=O)N1CC(=O)Nc2ccc(C)cc2C1c1ccc(F)cc1 (stereo unspecified)
-1.0	8	COc1ccc(-n2c(CNc3ccc(C)cc3)nnc2SCC(=O)Nc2nc(-c3ccccc3)cs2)cc1
-0.2	11	CN1C(=O)C(=O)/C(=C(/O)c2ccc(Br)cc2)C1c1ccccc1F (stereo unspecified)
-1.0	2	O=C(CSC1=NCCN1)NC(c1ccccc1)c1ccccc1

New compounds follow.
STK33 inh	OX1R FRET antag	structure
-1.2	25	CC/C(=N\NC(=O)c1ccc(-c2ccccc2)cc1)C12CC3CC(CC(C3)C1)C2
-1.6	-4	CCOc1cc(/C=N/N2C(=O)NC3(CCCCC3)C2=O)cc(Br)c1O
1.1	31	COc1ccc(O)c(/C=N/NC(=O)c2ccc(CSc3nc(C)cc(C)n3)cc2)c1
-0.7	4	CCS(=O)(=O)N1CCN(c2ccc(S(=O)(=O)N3CCOCC3)cc2)CC1
-0.4	22	CN1CCN2c3ccccc3Cc3ccccc3C2C1 (stereo unspecified)
0.0	35	COc1ccc(C2/C=C\CN(CC(C)C)CC(=O)N2Cc2ccc(F)cc2)cc1 (stereo unspecified)
-0.5	13	Cc1nc(NCc2cccnc2)c2c3c(sc2n1)CCCC3
-1.2	11	Cc1nc2ccsc2c(=O)n1-c1ccc(Cl)cc1
2.8	9	O=C(N/N=C/c1cccs1)c1cccc2cc[nH]c12
16	31	CN(C(=O)CN1CCN(c2ccc([N+](=O)[O-])cn2)CC1)c1ccccc1

Reprinted from the part before: 3 entries, followed by the next part.
STK33 inh	OX1R FRET antag	structure
-1.2	11	Cc1nc2ccsc2c(=O)n1-c1ccc(Cl)cc1
2.8	9	O=C(N/N=C/c1cccs1)c1cccc2cc[nH]c12
16	31	CN(C(=O)CN1CCN(c2ccc([N+](=O)[O-])cn2)CC1)c1ccccc1
0.5	14	Cc1csc(NC(=O)C2CCN(S(=O)(=O)c3ccccc3F)CC2)n1
0.8	16	COc1ccc(/C=N/NC(=O)c2cccc(Br)c2)cc1CN1CCOCC1
0.1	15	CCCN1C(=O)/C(=N\OCC(=O)NC23CC4CC(CC(C4)C2)C3)c2ccccc21
-0.6	7	CCOc1ccc(N(C(=O)c2snc(C(N)=O)c2N)C(CC)C(=O)NC2CCCC2)cc1 (stereo unspecified)
0.5	32	O=C(NCc1cccs1)c1cc(-c2ccccc2)nn1CC1CC(c2cccc([N+](=O)[O-])c2)=NO1 (stereo unspecified)
-1.2	9	CCOc1ccc(C(=O)CCC(=O)N2CCC(C(=O)OC)CC2)cc1
-1.1	6	O=C(CN(Cc1ccc(F)cc1)C(=O)C1CSC(=O)C1)NC1CCCCC1 (stereo unspecified)
-1.0	11	CCOc1ccc(NC(=O)CC2C(=O)N(c3cccc(OC)c3)C(=O)N2CCOC)cc1 (stereo unspecified)
-1.5	16	O=C1N(c2cccc(Cl)c2)C(c2ccccc2)N2CCCN12 (stereo unspecified)
-3.2	7	CCc1cc(SC#N)cc(C)c1NC(=O)CCl

Next section:
STK33 inh	OX1R FRET antag	structure
0.5	32	Cc1[nH]c2ccccc2c1C(=O)COC(=O)Cn1c(C)nc2ccccc21
-1.8	19	COc1cccc(/C=N/NC(=O)c2ccc(N3CCCC3=O)cc2)c1
-0.2	3	O=C(COC(=O)Cn1cc(C(F)(F)F)ccc1=O)Nc1ccccc1
-0.9	20	Cc1ccc(C2CC(c3ccco3)=NN2S(C)(=O)=O)cc1 (stereo unspecified)
8.9	18	CCOC(=O)N1CCN(C(=O)c2ccc(OC)c(OC)c2)CC1
-0.8	1	CC(C)(C)C(=O)NC(=S)NNC(=O)C(c1ccccc1)c1ccccc1
-1.2	1	CCc1nc2ccc(C(=O)NCCCN3CCN(c4ccc(F)cc4)CC3)cc2nc1CC
.	9	COc1ccc2[nH]c3c(c2c1)CCN1C(=O)C(CC(=O)NCCCN(C)C)C[C@H](C(=O)N2CCCCC2)[C@@]31C (stereo partly specified)
-3.0	3	CCN(CC)C(=O)c1ccc(S(=O)(=O)NCc2cccnc2)cc1
-1.5	-5	COc1ccc(Nc2nc(C)nc3c2oc2ccccc23)c(OC)c1

Remaining list, next part:
STK33 inh	OX1R FRET antag	structure
.	26	CCc1ccc([C@@H]2CC=C(C(=O)O)[C@H](c3ccc(C)cc3)N2S(=O)(=O)c2ccc(C)cc2)cc1
0.8	9	O=C(/C(=N\O)n1cncn1)c1ccc(Br)cc1Br
-1.3	23	CCOc1ccc(N2C(=O)CS/C2=N/NC(=O)COc2ccc3ccccc3c2)cc1
-0.8	5	COc1ncnc2sc3c(c12)CCCC3
-0.2	15	Cc1cccc(NC(=S)NNC(=O)c2ccccc2OC(F)F)c1
-0.2	7	COC(C[C@@H]1O[C@@H]1[C@H](O)COCc1ccccc1)OC
-1.0	.	COc1ccc(C(=O)Nc2ccc(C(=O)O)cc2NC(=O)c2ccc(OC)cc2)cc1
-0.7	17	COc1cc(CC(=O)O)c([N+](=O)[O-])cc1OC
1.5	7	Oc1ccc(-c2cn3c(n2)SCC3)cc1
-1.1	22	COc1ccc(S(=O)(=O)Nc2ccc(S(=O)(=O)Nc3nccs3)cc2)cc1

Part of the list above in another layout.
structure	STK33 inh	OX1R FRET antag
COc1ccc(C(=O)Nc2ccc(C(=O)O)cc2NC(=O)c2ccc(OC)cc2)cc1	-1.0	.
COc1cc(CC(=O)O)c([N+](=O)[O-])cc1OC	-0.7	17
Oc1ccc(-c2cn3c(n2)SCC3)cc1	1.5	7

The results go on.
STK33 inh	OX1R FRET antag	structure
-0.5	1	Cc1ccc2sc(NNC(=O)c3ccc4c(c3)OCCO4)nc2c1C
-2.8	7	Cc1cccc(C)c1NC(=O)C1c2cccc[n+]2CC(=O)N1Cc1cccs1 (stereo unspecified)
-3.7	7	Cc1cc(-c2nnc(CCC(=O)NC(C)c3ccc(F)cc3)o2)no1 (stereo unspecified)
-1.3	11	CC(C)(C)C(=O)N1CCN(C(=O)c2ccco2)CC1
0.0	4	O=C(C1=C(O)C(=O)N(Cc2ccco2)C1c1ccccc1F)c1cccs1 (stereo unspecified)
-2.0	4	CCOC(=O)C1(CCCc2ccccc2)CCN(C(=O)CCN2CCCCC2=O)CC1
-1.5	18	CC(C)CC(=O)NC(=S)N1CCCCCC1
-0.4	7	O=C(Nc1ccc(C(=O)N2CCN(c3ccc(F)cc3)CC2)cc1)C1=CSCCO1
0.4	10	O=C(Nc1c(-c2ccccc2)nc2ccccn12)c1ccco1
0.3	8	CS(=O)(=O)Nc1ccc2c(c1)ncn2CCc1ccccc1
-3.7	23	CC(=O)c1ccc(N2CCN(CC(=O)Nc3cc(C)on3)CC2)cc1
-2.0	5	CC(=O)NC1CC2CCCC(C1)N2S(=O)(=O)c1ccccc1 (stereo unspecified)

Random draw from the library; overall some 1.8% were active at least once.
